Source: PubChem BioAssay
Exocytosis inh: blocks lytic granule exocytosis; inhibition, % at 10 µM; actives 0.66% (n = 360,000); TALL-104 LAMP-1 surface exposure, flow cytometry; cells stimulated with thapsigargin and PMA; AID 651702;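 active means inhibition above about 55%, limit read from the data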
CaV13 FRET inh: Disruptors of the CACNA1D IQ motif to Ca2+-dependent inactivation inhibitor domain association, primary screening, Förster resonance energy transfer in intact living … | HEK cells, CFP/YFP FRET ICDI-IQ, plate reader, 10 min; percent FRET-ratio fall versus neutral wells | inhibition, % at 12.3 µM | actives 0.098% (n = 340,000) | AID 743397;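 active means mean replicate inhibition of at least 30% and at least 1% of replicates passing that level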;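 further: 0% = median of the neutral control wells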
Glyco luc inh: blocks N-linked glycosylation in D54 reporter cells; D54 ERlucT glycosylation luciferase reporter, 24 h; percent of 100 nM tunicamycin response; reporter increase, % at 12.5 µM; actives 0.23% (n = 360,000);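 active means mean luciferase reporter signal, scaled so untreated is 0 and the glycosylation-blocking control 100, at or above a set limit in every replicate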;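 further: luciferase carries N-glycosylation sites so blocking glycosylation raises the light; 0% = median of neutral control wells and 100% = median of 100 nM tunicamycin wells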
ABHD5-PLIN5 inh: inhibitors of human ABHD5-perilipin-5 interaction; Q00G26+Q8WTS1; Split G. princeps luciferase complementation, luminescence, 4 h; inhibition, % at 4 µM; actives 0.78% (n = 360,000);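 active means inhibition above the mean inhibition across every tested compound plus 3 SD, cut at about 22% in these data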;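 further: 0% = DMSO only wells and the 100% control is not disclosed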
MC4R antag cAMP: blocks human MC4R cAMP signaling | AID 540295 | MC4R-expressing cells, MTII-stimulated cAMP, LANCE TR-FRET | actives 0.48% (n = 360,000) | inhibition, % at 6.5 µM;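 active means inhibition above its plate's cutoff, the mean of tested wells on that plate plus 3 SD, cut at about 29% in these data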;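 further: 0% = Melanotan II alone and 100% = Melanotan II plus saturating MCL0020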
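Material: U2OS-MC4R stable cell line | Reagent: Melanotan II challenge after compound preincubation | Doses: One concentration, 6.5 µM nominal | Incubation: 30-min compound preincubation, 1-h Melanotan II challenge, 1-h detection, room temperature | Signal: TR-FRET cAMP assay | Replicates: One well per compound, no replicates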
ABCB6 inh 2: blocks the human ABCB6 transporter; Q9NP58; K562-ABCB6 porphyrin accumulation, flow cytometry, 1 h; hits give low values; fluorescence ratio to DMSO, % at 10 µM; actives 0.19% (n = 360,000);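 active means fluorescence ratio to DMSO below 75%, the collection mean minus 3 SD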;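 further: signal is porphyrin accumulated inside mitochondria; 100% equals median channel fluorescence of DMSO control wells; lower ratio means ABCB6 inhibition with less porphyrin fluorescence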
Target sequence (Q9NP58 whole entry, looked up): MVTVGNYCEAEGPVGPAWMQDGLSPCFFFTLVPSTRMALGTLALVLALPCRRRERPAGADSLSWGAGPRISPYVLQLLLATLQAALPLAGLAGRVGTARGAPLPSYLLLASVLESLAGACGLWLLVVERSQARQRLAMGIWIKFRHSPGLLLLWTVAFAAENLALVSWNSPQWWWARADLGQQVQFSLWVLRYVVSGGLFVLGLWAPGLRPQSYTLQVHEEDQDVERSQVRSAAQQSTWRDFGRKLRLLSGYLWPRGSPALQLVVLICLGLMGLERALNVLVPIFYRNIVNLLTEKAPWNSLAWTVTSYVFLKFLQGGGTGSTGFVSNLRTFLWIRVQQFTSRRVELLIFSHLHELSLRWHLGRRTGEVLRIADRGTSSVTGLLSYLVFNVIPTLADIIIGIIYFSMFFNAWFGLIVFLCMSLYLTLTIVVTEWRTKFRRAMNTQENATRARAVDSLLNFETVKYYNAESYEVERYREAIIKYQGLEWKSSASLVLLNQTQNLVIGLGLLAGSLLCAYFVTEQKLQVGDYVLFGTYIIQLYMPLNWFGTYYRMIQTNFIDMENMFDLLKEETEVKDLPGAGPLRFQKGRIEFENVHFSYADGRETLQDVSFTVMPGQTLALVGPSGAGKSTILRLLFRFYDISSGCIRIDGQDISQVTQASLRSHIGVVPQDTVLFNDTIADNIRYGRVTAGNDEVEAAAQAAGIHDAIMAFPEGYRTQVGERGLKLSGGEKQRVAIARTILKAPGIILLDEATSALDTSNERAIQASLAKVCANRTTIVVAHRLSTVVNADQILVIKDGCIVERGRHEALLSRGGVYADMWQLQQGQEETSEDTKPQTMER
MC4R barr agon: activates human MC4R beta-arrestin recruitment; AID 540308; activation, % at 8.9 µM; P32245; U2OS MC4R beta-arrestin complementation, luminescence; percent of melanotan II response, DMSO zero; actives 0.98% (n = 360,000);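 active means activation above a per-plate cutoff, the mean activation of sample wells on that plate plus 3 SD, cut at about 8% in these data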
Cardio protect: myocardial damage modulation in H9c2 cells | H9c2 cardiomyocytes, H2O2 injury protection, ATPLite, 2 h | actives 0.63% (n = 360,000) | AID 588492 | protection from H2O2 cell death, % at 20 µM;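 active means compounds giving at least 50% protection of heart cells from peroxide-induced death in the single-dose screen, raw or plate-pattern-corrected value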;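 further: 0% = DMSO wells with peroxide and 100% = DMSO wells without peroxide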
PDI inh: inhibitors of human protein disulfide isomerase; P07237; PDI insulin aggregation turbidity, A650, 90 min; inhibition, % at 10 µM; actives 0.052% (n = 350,000);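 active means mean inhibition across replicates of 30% or more, whatever share of single replicates reach that level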;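 further: absorbance from insulin aggregation driven by PDI reduction with DTT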
HTR2A ag: mouse HTR2A agonism via beta-arrestin recruitment | CHO-K1 mHTR2A beta-arrestin complementation, luminescence; percent of 30 µM serotonin response | activation, % at 7.6 µM | P35363 | actives 0.66% (n = 360,000);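 active means activation above a run cutoff, the mean activation of all tested compounds plus 3 SD, cut at about 14% in these data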;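 further: 0% = plate median of compound wells and 100% = 30 µM serotonin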
* marks the source's active call; other numbers are inactive results; · = no result given.

SMILES	Exocytosis inh	CaV13 FRET inh	Glyco luc inh	ABHD5-PLIN5 inh	MC4R antag cAMP	ABCB6 inh 2	MC4R barr agon	Cardio protect	PDI inh	HTR2A ag
OCCCNc1c2ccccc2nc2ccccc12	5	2	36*	3	-3	97	-1.5	4	1	-1
Cc1ccccc1Nc1nc(N)nc(COC(=O)c2ccc(O)cc2)n1	0	-3	4	3	-4	96	-1.0	-2	12	-4
CCCNC(=O)C1(C)CCN(Cc2ccc(-c3ccccn3)cc2)C1 (stereo unspecified)	-2	-7	0	-2	11	101	1.5	-3	2	-7
Cc1ccc(C(=O)CNc2ccc(F)cc2)cc1	-3	-4	3	3	3	102	-1.9	17	-1	0
Cc1ccc(C(=O)NCC(=O)NCC(c2ccco2)N2CCCCC2)cc1C (stereo unspecified)	-3	-13	-2	0	-3	93	-0.4	-3	4	-10
COc1cc(/C=N/NC(=O)CCn2c3ccccc3c3ccccc32)ccc1O	5	-7	0	3	2	90	0.4	-11	2	-2
CN(C)/C=C(\C#N)C(=O)Nc1ccc(O)cc1F	-4	-5	2	0	16	99	-1.0	1	0	0
CCC1COCCS(=O)(=O)N1Cc1ccccc1C (stereo unspecified)	17	-5	1	-3	10	101	-1.3	2	4	-2
CCOc1c2ccc(C(=O)NCC34CC5CC(CC(C5)C3)C4)cc2nn1CC	-7	-11	-1	-8	-5	95	0.3	0	-2	-6
Cc1ccc(-c2nn(CCC(=O)Nc3cccnc3)c(=O)c3ccccc23)cc1	-5	-5	0	0	11	99	1.1	3	-4	-4
COCc1ccc(C(=O)Nc2cccc(S(=O)(=O)N(C)c3ccccc3)c2)cc1	-8	-10	-1	3	5	98	0.9	-3	5	-6
N#CCSc1ncccc1-c1nc2ccccc2[nH]1	-1	·	1	-7	-2	99	0.6	-1	-6	-5
CCCCCCC/C(C)=N/NC(=O)CC(=O)NCCc1ccccc1	-1	-9	1	-8	3	98	0.4	5	3	-6
CC(C)Cn1ccc(=O)n(CC(C)C)c1=O	-5	-7	3	1	-5	98	-0.7	-5	-3	5
COc1ccc(C(=O)Nc2ccccc2C(=O)Nc2cccnc2)cc1	-8	-7	0	5	-3	98	-0.5	-20	-5	-3
CCC(C)Cn1c(S(=O)(=O)O)nc2ccccc21 (stereo unspecified)	-7	·	2	0	12	91	-1.2	9	-5	4
COc1ccc2cc3cc(C(=O)Nc4cc(OC)c(OC)c(OC)c4)oc3nc2c1	-1	-3	-1	4	-5	95	0.6	58*	-4	6
COc1cc(C(=O)NCc2ccc(S(N)(=O)=O)cc2)ccc1OCC(=O)N1CCOCC1	16	-5	4	12	12	95	-0.1	3	10	8
COc1ccc(CNC(=O)/C=C/[C@H]2O[C@@H](n3ccc(=O)[nH]c3=O)[C@H](O)[C@@H]2O)cc1	-4	-3	0	6	·	100	·	0	·	4
O=C(O)C1C2C=CC3(CN(Cc4ccco4)C(=O)C13)O2 (stereo unspecified)	1	-2	1	7	-3	97	0.5	-2	·	7

Quoted at random: 3 compounds from above, in no set order.
SMILES	Exocytosis inh	CaV13 FRET inh	Glyco luc inh	ABHD5-PLIN5 inh	MC4R antag cAMP	ABCB6 inh 2	MC4R barr agon	Cardio protect	PDI inh	HTR2A ag
COCc1ccc(C(=O)Nc2cccc(S(=O)(=O)N(C)c3ccccc3)c2)cc1	-8	-10	-1	3	5	98	0.9	-3	5	-6
CCCNC(=O)C1(C)CCN(Cc2ccc(-c3ccccn3)cc2)C1 (stereo unspecified)	-2	-7	0	-2	11	101	1.5	-3	2	-7
CCC(C)Cn1c(S(=O)(=O)O)nc2ccccc21 (stereo unspecified)	-7	·	2	0	12	91	-1.2	9	-5	4

The results go on:
SMILES	Exocytosis inh	CaV13 FRET inh	Glyco luc inh	ABHD5-PLIN5 inh	MC4R antag cAMP	ABCB6 inh 2	MC4R barr agon	Cardio protect	PDI inh	HTR2A ag
CNc1cc(-c2cccc(C(=O)N3CCOCC3)c2)ncn1	13	-5	1	5	4	97	-0.1	5	9	1
O=C1Cc2ccccc2C(=O)N1CCc1ccccc1	6	-2	0	-3	-1	98	0.1	1	·	2
CC(=O)C1=CCC(c2ccccc2)N(Cc2ccccc2)C1 (stereo unspecified)	9	-9	·	20	·	·	·	·	·	7
Cc1nc(N2CCN(C(=O)CCC(=O)O)CC2)c2c(C)c(C)sc2n1	1	-9	0	1	-6	86	-0.5	4	-1	3
COc1ccc(S(=O)(=O)N(CC(=O)Nc2ccccc2C(=O)N2CCOCC2)c2ccc(F)cc2)cc1	-6	·	-1	-4	8	95	-4.5	4	-1	-4
NC(=O)c1cccc(S(=O)(=O)N2CC(c3ccccc3)CC2=O)c1 (stereo unspecified)	-1	-4	-2	-8	5	102	-1.6	-28	·	5
O=C(Nc1cc(S(=O)(=O)N2CCOCC2)ccc1OCC(F)(F)F)C1=COCCO1	-3	-6	0	17	1	99	4.8	-2	-6	1
O=S(=O)(Nc1ccccn1)c1cccc(S(=O)(=O)c2ccc(Cl)cc2)c1	-2	-6	0	-8	2	102	-2.7	-4	1	-1
CCCCCCn1cnc2c(c1=O)c1nc3ccccc3nc1n2Cc1cccs1	-6	·	6	-8	1	105	1.5	1	-5	3
N/C(=N\OC(=O)c1ccoc1)c1ccc(Br)cc1	0	·	-6	-7	4	96	-1.0	-15	-2	-1
O=C(Nc1nc(-c2ccc3c(c2)OCO3)cs1)C1COc2ccccc2O1 (stereo unspecified)	-1	-3	-5	-4	9	101	0.8	-7	·	4
COc1ccc(S(=O)(=O)N2CC(=O)Nc3ccccc32)cc1F	-7	-2	4	10	-5	93	-1.7	9	13	-3
CCN1CCN(c2ccc(S(=O)(=O)N3CCCCC3)cc2NC(=O)COc2ccc(F)cc2Cl)CC1	21	-3	-9	7	14	99	2.0	-13	-1	-11
CC1(C)N=C(c2cccs2)C(C)(C)N1O	-2	·	0	4	12	96	-0.3	1	1	1
COc1ccc(-n2ncc3c2CC(C)(C)CC3NC(=O)c2ocnc2C)cc1 (stereo unspecified)	0	-9	-1	1	4	93	-3.4	3	2	-1
C/C(=N/NC(=O)c1cc(C2CC2)[nH]n1)c1cccs1	-3	-5	-18	-5	5	104	0.6	-33	-1	-1
O=C(O)c1ccc(CN2C[C@@H](CO)O[C@@H](n3cnc4c(Nc5ccccc5)ncnc43)C2)cc1	21	-12	1	10	3	98	-1.5	-3	-1	2
CCOc1ccc(OCCN2CCCCC2)cc1	-5	-5	1	-5	1	89	-1.1	8	9	4
CC(C)(C)c1ccc(Cn2nnc3c(=O)[nH]c(C4CCN(C(=O)c5ccco5)CC4)nc32)cc1	2	-4	-1	7	-4	94	0.2	2	7	0
COc1ccc(NS(=O)(=O)c2ccc(S(=O)(=O)N3CCOCC3)cc2)cc1	-2	-3	0	-6	1	94	-2.7	-19	-6	-4

Reprinted from the part before: 5 entries, then new ones.
SMILES	Exocytosis inh	CaV13 FRET inh	Glyco luc inh	ABHD5-PLIN5 inh	MC4R antag cAMP	ABCB6 inh 2	MC4R barr agon	Cardio protect	PDI inh	HTR2A ag
C/C(=N/NC(=O)c1cc(C2CC2)[nH]n1)c1cccs1	-3	-5	-18	-5	5	104	0.6	-33	-1	-1
O=C(O)c1ccc(CN2C[C@@H](CO)O[C@@H](n3cnc4c(Nc5ccccc5)ncnc43)C2)cc1	21	-12	1	10	3	98	-1.5	-3	-1	2
CCOc1ccc(OCCN2CCCCC2)cc1	-5	-5	1	-5	1	89	-1.1	8	9	4
CC(C)(C)c1ccc(Cn2nnc3c(=O)[nH]c(C4CCN(C(=O)c5ccco5)CC4)nc32)cc1	2	-4	-1	7	-4	94	0.2	2	7	0
COc1ccc(NS(=O)(=O)c2ccc(S(=O)(=O)N3CCOCC3)cc2)cc1	-2	-3	0	-6	1	94	-2.7	-19	-6	-4
COc1ccc(S(=O)(=O)NCc2ccccn2)cc1Cl	5	·	0	0	7	·	-2.3	6	-7	-2
COCCn1c(SCC(=O)NC2CCCC2)nc2ccccc2c1=O	-4	-6	1	13	13	100	-1.7	1	-2	-3
COC(=O)c1ccccc1COn1c(=O)c(C)[n+]([O-])c2ccccc21	2	1	1	-4	2	91	-1.6	7	0	-2
Cc1cccc(NS(=O)(=O)c2ccc(NC(=O)N3CCCCC3)cc2)c1	0	-3	-7	-6	10	97	-4.4	-10	3	15*
CCOc1cccc(N2C(=O)CC(N3CCC(C(N)=O)(N4CCCCC4)CC3)C2=O)c1 (stereo unspecified)	-3	-3	1	4	-3	90	-2.1	8	1	0
COc1ccc(OCCOc2ccc(/C=C3\C(=N)N4N=C(C)SC4=NC3=O)cc2)cc1	5	-14	1	7	20	99	-1.9	-6	5	-2
O=C1C=C(c2ccc3c(c2)OCCO3)C[C@@H](c2ccc(F)cc2)C1	1	-8	3	-3	0	99	0.5	-14	-3	4
COc1ccc(CCNC(=O)C(=O)NCC2OCCCN2S(=O)(=O)c2cc(C)ccc2C)cc1 (stereo unspecified)	-6	·	-2	-1	7	100	-3.5	2	8	5
COc1ccccc1-c1nc2ccccc2nc1-c1ccccc1OC	-3	-4	-1	0	11	101	1.2	2	-6	-2
CC(=O)c1c(C)[nH]c(C(=O)COC(=O)CN(C)S(=O)(=O)c2ccc(Cl)cc2)c1C	-1	-5	0	4	15	101	-0.9	-24	-11	0
CCCc1nc(SCC(=O)NNC(=O)C2CCCCC2)c2ccccc2n1	-3	-7	1	1	0	99	-1.0	2	6	-2
C[n+]1ccc(/C=C/c2c[nH]c3ccc(F)cc23)cc1	25	-91	-4	0	-18	272	-0.5	-12	-13	1
Cc1cc(NC(=O)Cn2cnc3c(cnn3C(C)(C)C)c2=O)no1	5	·	1	4	4	105	-2.3	3	3	3
Fc1ccccc1/C=N/n1c(C2CCCCC2)n[nH]c1=S	3	-20	0	0	6	98	2.6	2	0	-1
CC(C)(C)c1ccc(NC(=O)Nc2ccc3ccccc3n2)cc1	0	-4	2	-2	11	96	2.1	-3	-1	2
CC(=O)NC(N1CCCCC1)C(F)(F)C(F)(F)C(F)(F)C(F)F (stereo unspecified)	-4	-7	-1	-2	-3	94	-0.8	-3	2	1
OC(COc1ccc2ccccc2c1)CN1CCCC1 (stereo unspecified)	1	-8	-1	-3	13	99	-6.4	11	-3	-1
C=CCNC(=O)c1ccccc1NC(=O)Nc1ccccc1	0	-6	-2	13	-5	95	0.1	-1	-3	5
CN(Cc1ccon1)Cc1cn(C)nc1-c1ccc2c(c1)OCCO2	-2	-2	0	-3	2	99	-0.8	13	-4	1
